From PubChem BioAssay
Pf apPOL inh = Pf-apPOL DNA polymerase inhibition; actives 0.25% (n = 210,000); Recombinant Pf-apPOL, molecular beacon fluorescence, 1.5 h; inhibition, % at 10 µM
mHTT-CaM PPI inh = mHTT-calmodulin interaction abrogation. actives 3.6% (n = 190,000). AID 1671202. inhibition, % at 15 µM. AlphaScreen His-mHTT/GST-CaM binding, luminescence. P42858;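 also: 0% = both proteins with DMSO and 100% = one protein alone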
* = called active by the depositor; x = no result given; & = joins results of further samples. Rule as the data show it: active = inhibition above about 50%; inactive = the rest.

SMILES	Pf apPOL inh	mHTT-CaM PPI inh
CCCc1ccc(S(=O)(=O)NCc2nc3cccnc3n2CC(C)C)cc1	0	-4
C1CCN(C2CCN(C3CCCC3)CC2)CC1	-1	1
Cc1cc2c(c(=O)o1)C(c1ccccc1I)C(C#N)=C(N)O2 (centres undefined)	-9	19
CSc1scc(Cl)c1S(=O)(=O)C(C)C	-3&-7	x
COc1ccc(Nc2ncc3c(n2)CCN(Cc2ccccc2C)C3)cc1	-2	0
CC(c1ccccc1)N1CCN(Cc2nc3ccccc3[nH]2)CC1 (centres undefined)	0	-9
COc1ccccc1CNC(=O)CN1CCC2(CC1)N=C(c1cccc(C)c1)C(=O)N2	-4	38
COc1cccc2sc(N(C)CC(=O)NCc3c(F)cccc3F)nc12	0	-8
O=C(C1COc2ccccc2O1)N1CCc2c(nc(-c3ccccc3)[nH]c2=O)C1 (centres undefined)	-5	14
COc1ccc(-c2[nH]ncc2Oc2ccc(Cl)cc2)c(O)c1	-4	66*
COc1ccccc1OCc1nc(C)c(C(C)=O)s1	-1	x
Oc1c(C=Nc2cccc(Br)c2)sc2ccccc12	11	5
CC(N=Cc1cccc([N+](=O)[O-])c1O)c1ccccc1 (centres undefined)	-2	2
COc1ccc(C(=O)Nc2ccc3oc(-c4ccccc4)nc3c2)cc1[N+](=O)[O-]	-1	-10
O=C1c2ccc(F)cc2C(=O)N1c1ccc(I)cc1	2	-4
CC(=O)Oc1ccc(N2C(=O)C3CCCCC3C2=O)cc1 (centres undefined)	-5	1
NC(=O)CSc1nc2ccc(Cl)cc2s1	-10	x
O=C(CCSCc1ccccc1F)NCc1ccc(F)cc1Cl	-4	-24
CN1OCC(S(=O)(=O)NC2CCCCC2)C1c1ccc(Cl)cc1 (centres undefined)	-3	4
COCCCn1c(=O)cc(C)[nH]c1=S	2	x
COc1ccccc1OCCCOc1ccccc1OC	-1	-10
CCc1ncc(C(=O)N2CCN(c3ccccc3)CC2)c(-c2ccccc2)n1	0	11
O=C(NCc1ccncc1)c1ccc(Br)o1	-6	-8
Cc1ccccc1CNC(=O)c1cn2ccncc2n1	0	-4
O=C(Nc1cc(Cl)ccc1Cl)c1cc(S(=O)(=O)NCc2ccccc2)ccc1F	-2	3
(list continues)
SMILES	Pf apPOL inh	mHTT-CaM PPI inh
COc1ccc(-c2cc3n(n2)CCCN(S(=O)(=O)CCc2ccccc2)C3)cc1	4	9
COc1ccc(NS(=O)(=O)c2cc(C(=O)O)ccc2Br)cc1	16	-5
O=C(Cc1ccc(Cl)cc1)N1CCOCC1	2	0
CC(C)(C)C(=O)NCC(O)Cc1ccccc1 (centres undefined)	-4&-2	-5&-16
CCOc1ccc(C2Nc3ccccc3C(CC)(CC)O2)cc1 (centres undefined)	-5	-14
COc1ccccc1OCC1CN(C(=O)c2ccc(Cl)cc2)CCO1 (centres undefined)	-5	3
O=[N+]([O-])c1cc(Cl)ccc1Sc1ccccc1	7	x
Cn1c(=O)c(C(=O)N2CCN(C(c3ccccc3)c3ccccc3)CC2)cc2cccnc21	-2	32
Cc1nc(Nc2ccc(F)cn2)sc1C(=O)N1CCN(c2ccc(F)cc2)CC1	-5	84*
CSc1nc(C)cc(Oc2ccc(OCCOc3ccccc3)nn2)n1	-3	8
O=C1OC(c2ccccc2F)=N/C1=C\C(Br)=C\c1ccccc1	-2	-4
COc1nn(C)cc1C(=O)N1CCCC(C(=O)NCc2ccccc2OC(F)(F)F)C1 (centres undefined)	0	-3
CCN(C(=O)c1noc2c1CC(C)CC2)c1ccccc1 (centres undefined)	1	-11
COc1ccc(S(=O)(=O)Nc2cccc([N+](=O)[O-])c2)cc1Br	-1	0
CC(C)(C)n1nc2c(c1NC(=O)c1cccc(C(F)(F)F)c1)CS(=O)C2 (centres undefined)	-3	-1
O=C(Nc1cccnc1N1CCOCC1)C1CCCC1	0	3
Cc1cccc(CC(=O)Nc2ccc(Cl)c(N3CCCS3(=O)=O)c2)c1	-14	-16
Cc1ccc(S(=O)(=O)N2CCC3(CC2)NCCN=C3NC2CCCC2)cc1	-4	-2
Cc1ccc(C(=O)CSC2=C(C#N)C(c3ccco3)CC(=O)N2)c(C)c1 (centres undefined)	-4	13
Cc1nc2c(C(=O)N3CCC4(CC3)OCCO4)cnn2c(C)c1Cc1c(F)cccc1Cl	-9	20
O=C(CCn1c(=O)[nH]c2ccsc2c1=O)NCc1ccc(F)cc1	0	-6
Fc1ccc(CN2CCc3nc(N4CCN(c5ncccn5)CC4)ncc3C2)cc1	-2	100*
O=C(NCCc1csc(-c2ccccc2)n1)C1CCCN1C(=O)CCc1ccccc1 (centres undefined)	-6	18
Cc1ccc(S(=O)(=O)CCc2nc3ccccc3o2)cc1	2	-6
Cc1ccc2c(Nc3ccc(F)c(Cl)c3)c(-c3nc(C)no3)cnc2n1	-5	-3
Next records follow:
SMILES	Pf apPOL inh	mHTT-CaM PPI inh
COc1ccccc1N1C(=O)S/C(=C\c2ccccc2)C1=O	-2	-1
O=C(Nc1ccccc1Br)N1CCc2nc[nH]c2C1	-1	3
COc1ccc(C2C(C(=O)NC(C)C)c3cc(OC)c(OC)cc3C(=O)N2C)cc1OC (centres undefined)	-3	1
Nc1nc2n(n1)C(c1ccc(Cl)cc1)CC(=O)N2 (centres undefined)	11&-4	4&-1
CCOc1ccc(C2NC(=O)NC(C)=C2[N+](=O)[O-])cc1OC (centres undefined)	-2&2	-15&3
COc1ccccc1NC(=O)N1CCCC1c1nc(-c2ccccc2C)no1 (centres undefined)	-3	-7
CCCCc1ccc(N2C(C)=NS(=O)(=O)c3cccnc32)cc1	-2	2
Cc1nc(CN2C(=O)C(=O)c3cc([N+](=O)[O-])ccc32)cs1	-5	9
C=CCn1c(SCC(=O)N(CC)CC)nc2sc(-c3ccccc3)cc2c1=O	0	4
CC(C)n1cnnc1C1CCN(C(=O)c2cccs2)CC1	-4	-5
CC(C)(C)c1ccc(C(=O)Nc2cccnc2)cc1	2	-4
O=C(NC1CCCCC1)c1occ2c1OCCO2	x	17
Cc1nc2c(C(=O)NCc3ccccc3)cnn2c(C)c1Cc1ccccc1Cl	-11	13
COc1ccc(NC(=O)C(=O)NC2CCCC2)c(OC)c1	-6	-8
CN(C)C(=S)SCC(=O)c1ccc(Cl)cc1	-12	x
Cc1csc(-c2cc(S(=O)(=O)N3CCCCCC3)c(C)n2C)n1	2	-8
N#CC1=C(N)C(C#N)(C#N)C(c2ccc(F)cc2F)C2CCCC=C12 (centres undefined)	-5	18
Cc1ccc(C(=O)N2CCC3(CC2)NC(=O)N(Cc2ccc(Cl)cc2)C3=O)cc1F	1	10
O=C(CC1Nc2ccccc2NC1=O)Nc1ccc(O)cc1 (centres undefined)	1	5
O=C(CSCCOc1ccccc1)N1CCOCC1	-6	x
Cc1ncc2c(n1)CCN(C(=O)Nc1ccccc1C(F)(F)F)C2	4	7
COc1ccc(OCCSCc2nnc(NC(=O)Nc3cccc(OC)c3)s2)cc1	-4	2
Cc1c(Br)c([N+](=O)[O-])nn1CC(=O)NCCCn1ccnc1	-4	5
COc1ccc(C2(CNC(=O)/C=C/c3ccco3)CCCC2)cc1OC	1	11
CC(=O)c1cccc(NC(=O)CSc2nncn2C)c1	-4	-1
(listing goes on)
SMILES	Pf apPOL inh	mHTT-CaM PPI inh
CCOC(=O)c1ccc(OCC2c3cc(OC)c(OC)cc3CCN2C(=O)C(CC)CC)cc1 (centres undefined)	-1	33
O=C(CCN1C(=O)c2ccccc2C1=O)NCCN1CCOCC1	5	-3
CCc1ccc(N=c2oc3ccc([N+](=O)[O-])cc3cc2C(=O)Nc2nccs2)cc1	-10	7
COc1ccc(NC(=O)CSc2nnc(NC(=O)c3ccc(Cl)cc3Cl)s2)cc1	-9	3
CCOc1cc(C(=O)Nc2c3c(nn2-c2ccc(C)cc2)CSC3)cc(OCC)c1OCC	2	-3
COc1cccc(C2=NOC(C(=O)Nc3cccc(O)c3)C2)c1 (centres undefined)	0	-1
COc1ccc(/C=C2\NC(=O)N(CC(=O)Nc3cccc(C)c3)C2=O)cc1Br	0	6
COc1ccc(Br)cc1/C=C1/N=C(c2cc(Cl)ccc2OC)OC1=O	-6	-2
c1ccc2ncc(-c3ccc4ccccc4n3)cc2c1	0	-12&-2
CCCCCC(=O)N1C[C@H](n2cc(C3CC3)nn2)[C@@H](O)C[C@@H]1c1ccccc1	-1	-5
CCOc1ccc(S(=O)(=O)Nc2ccc(OC)cc2OC)c2cccnc12	0	31
CC(=O)Nc1ccc(N2S(=O)(=O)c3ccccc3S2(=O)=O)cc1	0	-8
CC1(C)OC(=O)C(=Cc2ccccc2F)C(=O)O1	-2	-2
O=C(c1ccccc1C(F)(F)F)N1CCc2nc(-c3ccc(Cl)cc3)ncc2C1	0	-5
N#C/C(=C\c1ccco1)c1nc(-c2ccc3c(c2)OCO3)cs1	-1	-4
COc1ccc(C2=N/C(=C\c3ccc(OC)c(OC)c3)C(=O)O2)c(Br)c1	0	44
O=C(c1ccc2c(c1)OCO2)N1CCCC(c2n[nH]c(C3CC3)n2)C1 (centres undefined)	-1	-5
Cc1cccc(CNC(=O)CCC(=O)N2CCCn3nc(C)cc32)c1	3	-4
CCN(CC)c1cc(C)c2cc(NC(=O)c3cccc(OC)c3OC)ccc2n1	-1	-11
CCc1ccccc1-n1cnc2cc(C(=O)NCCOC)ccc21	20	-2
Cc1ccccc1N=c1oc2ccc(Cl)cc2cc1C(N)=O	0	8
COc1ccc(Cl)cc1C(=O)Nc1ccc(NC(=O)c2cc3ccccc3o2)c(C)c1	-3	5
CSc1nsc(SC)c1C(=O)Nc1ccc(C)cc1	2	-6
O=c1oc2ccc(Cl)cc2cc1-c1cn2c(n1)sc1cc(F)ccc12	8	6
COc1cc2c(cc1OC)C(C(=O)Nc1ccc(F)cc1)C(c1ccccc1F)N(C)C2=O (centres undefined)	-7	18

3 compounds picked at random from the list so far, as already listed:
SMILES	Pf apPOL inh	mHTT-CaM PPI inh
CCCCCC(=O)N1C[C@H](n2cc(C3CC3)nn2)[C@@H](O)C[C@@H]1c1ccccc1	-1	-5
CCc1ccccc1-n1cnc2cc(C(=O)NCCOC)ccc21	20	-2
COc1cc2c(cc1OC)C(C(=O)Nc1ccc(F)cc1)C(c1ccccc1F)N(C)C2=O (centres undefined)	-7	18

The results go on:
SMILES	Pf apPOL inh	mHTT-CaM PPI inh
COc1cnn(C(C)(C)C)c(=O)c1Cl	-12	-4
CC(C)NC(=O)Cn1ccc2sccc2c1=O	0	-4
COc1cccc(-c2nc(C3CCN(C(=O)Cc4cccs4)CC3)no2)c1	-2	7
CCCCN(CCCC)S(=O)(=O)c1ccc(C(=O)Nc2nnc(C)o2)cc1	-7	58*
O=C(NCC(O)c1ccsc1)C(=O)Nc1ccc(F)c(Cl)c1 (centres undefined)	4	-6
Cc1cc(C)n2nc(SCc3cccc(Cl)c3)nc2n1	-7	26
CCOc1cc(/C=C2\C(=O)NN(c3ccccc3)C2=O)ccc1OCCOc1cccc(C)c1	5	10
COc1ccc(-c2ncc3c(n2)CCN(C(=O)c2ccccc2OC)C3)cc1	-2	22
O=C1NC(c2ccc(O)cc2)Nc2sc3c(c21)CCCC3 (centres undefined)	-1	57*
COc1cccc(NC(=O)CN(c2ccc(Cl)c(Cl)c2)S(C)(=O)=O)c1	-4	4
O=C(COc1ccc(Cl)cc1)Nc1nccs1	-3	-3
CC(C)=C(NC(=O)c1ccccc1)C(=O)N1CCOCC1	-1	0
CCc1ccccc1NC(=O)c1c(C)sc2c(=O)n(C(C)C)cnc12	3	-1
C=CCNC(=O)C(=O)NCc1ccccc1	3	-10
O=C(O)C1CSC(c2ccc(OCc3cccc(F)c3)cc2)N1 (centres undefined)	-6	-16
Cc1cc(CNC(=O)C2CCCC2)c(C)o1	-4	-8
CN1CC=C2C(C(=O)O)=C(N)C(C#N)(C#N)C(c3ccc(-c4ccccc4)cc3)C2C1 (centres undefined)	1	45
O=C(Nc1nc2ccc(Cl)cc2s1)c1ccc(Br)o1	-3	-2
O=C(CCC(=O)N1CC2CCCN2c2ccccc21)NCCCN1CCCCC1 (centres undefined)	-4	7
COc1cc(C2Nc3ccc4ncccc4c3C3=C2C(=O)CCC3)cc(OC)c1O (centres undefined)	-7	7
CN(Cc1ccccc1)S(=O)(=O)c1ccc(F)c(C(=O)Nc2cccc(Cl)c2)c1	2	-14
NC(=O)c1cc([N+](=O)[O-])ccc1NC1CCCCC1	-8	18
COc1ccc(NC(=O)c2ccc(-c3cccc(Cl)c3)o2)cc1	-6	7
COCCn1c(C2CCN(C(=O)Cc3cccc(C)c3)C2)nc2ccncc21 (centres undefined)	1	-1
CCCn1cnn2c(=O)cc(C)nc12	7	-5
CCOC(=O)COc1cc(O)cc2oc(-c3ccccc3)cc(=O)c12	-1&-2	1&-6
O=C(c1ccc(Cl)s1)N1CCCCC1c1nncn1CC1CC1 (centres undefined)	-2	-3
Cc1nn(C(=O)C2CCCN2S(=O)(=O)c2ccc(F)cc2)c(C)c1Sc1ccccc1 (centres undefined)	-8	5
CC(C)C(=O)NCCCN1CCOCC1	1	-2

Sorted by molecular weight (ascending): some entries from above.
SMILES	Pf apPOL inh	mHTT-CaM PPI inh
C=CCNC(=O)C(=O)NCc1ccccc1	3	-10
CC(C)NC(=O)Cn1ccc2sccc2c1=O	0	-4
CCc1ccccc1NC(=O)c1c(C)sc2c(=O)n(C(C)C)cnc12	3	-1

Compound profiles, from the list above. Values in the order: Pf apPOL inh, mHTT-CaM PPI inh
Listed for COc1cccc(-c2nc(C3CCN(C(=O)Cc4cccs4)CC3)no2)c1 = -2, 7
Listed for CCCn1cnn2c(=O)cc(C)nc12 = 7, -5
Listed for COc1cccc(NC(=O)CN(c2ccc(Cl)c(Cl)c2)S(C)(=O)=O)c1 = -4, 4
Listed for CC(C)C(=O)NCCCN1CCOCC1 = 1, -2
Listed for COCCn1c(C2CCN(C(=O)Cc3cccc(C)c3)C2)nc2ccncc21 (centres undefined) = 1, -1
